KDM5B inhibitor = blocks human KDM5B histone demethylase activity; Potency, µM (series often up to 57.7 µM), inactives show at the top dose activity change, negative = inhibition, hits mostly inhibitors; Q9UGL1; AID 1347165; 220,000 compounds, 2.6% hits; KDM5B demethylase, FDH-coupled NADH fluorescence (FDH is formaldehyde dehydrogenase); active means well fitted inhibition curve with a large enough effect; inconclusive means small, poorly fitted or top-dose-only effect; inactive means no such curve, though single readings can be large or run the other way; further: 0% is about no effect; nearly all actives have a fitted effect of over 70% in size
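Compound dilutions met 200 nM (final) KDM5BΔAP for 10 min at room temperature before substrate addition. The substrate mix held 12.5 µM H3K4me3 with cofactors 25 µM α-ketoglutarate and 50 µM Fe²⁺. NADH signal gain over 30 min defined activity.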
An asterisk follows results filed as active; ? = inconclusive; [ ] = dose if it differs, or a comment. Potency means the concentration at half of the fitted maximal effect.

SMILES | KDM5B inhibitor
O=C(CSc1nnc(-c2cccc(F)c2)c(-c2cccc(F)c2)n1)NC1CCCCC1 | -9.4%
CN(C)c1cccc(-c2nc(C3CC(=O)N(c4ccc(F)cc4)C3)no2)c1 (centres undefined) | 35.5µM*
COc1ccccc1CN1C(=O)COC[C@@H]1[C@H](O)c1ccc(NC(=O)c2ccc(C#N)cc2)cc1 | 7.5%
COc1ccc(CCNc2nc(-c3ccccc3)cs2)cc1OC | 3.8%
CCSc1nc2sc3c(c2c2[n+]1CC(CBr)O2)CCCC3 (centres undefined) | ?
O=C(Nc1ccc(Cc2ccncc2)cc1)Nc1ccc(F)cc1F | 9.7%
C(#CCN1CCN(C(c2ccccc2)c2ccccc2)CC1)COCCOCc1ccccc1 | -0.4%
O=C1CO[C@H]2CCN(Cc3ccccc3O)CC[C@@H]2N1Cc1ccccc1 | -3.3%[86.2 µM]
O=C1NC(C(=O)NCCN2CCCCC2)Cn2cccc21 (centres undefined) | 3.7%
O=C(/C=C/c1ccccc1Cl)c1cc(Br)ccc1O | -15.5%
O=C(CN(c1cc(Cl)cc(Cl)c1)S(=O)(=O)c1ccccc1)N1CCCC1 | -8.5%
COc1ccc(CCNC(=O)c2cc(=O)[nH]c3ccc(S(=O)(=O)N4CCCCC4)cc23)cc1OC | -1.4%
O=C(NCc1cccc(Cl)c1)C1CCN(c2nn3cc(-c4ccc(F)cc4)nc3s2)CC1 | -4.5%
O=C(NC1CC(=O)N(c2ccc(Cl)cc2)C1)c1cc2ccccc2o1 (centres undefined) | -23.4%
Cc1cc(NC2CCCCC2)c2ccccc2n1 | 18.1%
Oc1ccc(-c2nc(-c3ccccc3)c(-c3ccc(Br)cc3)[nH]2)cc1 | ?
NC(=O)c1ccc(CC2CCN(C(=O)C3CC3)CC2)cc1 | -12.2%
COc1ccccc1C(=O)N1CCn2c(nn(-c3ccc(Cl)cc3)c2=O)C1 | 23.6%[115 µM]
COc1ccccc1N1CCN(S(=O)(=O)c2cc(-c3cc(C)no3)ccc2C)CC1 | 1.8%
COC(=O)c1sccc1S(=O)(=O)N(CC(=O)NCc1ccc(F)cc1)c1ccc(Cl)cc1 | -3.0%
Cc1cccc(OC(=O)c2ccccc2I)c1C | 15.3%
COc1ccc(C2=NN(C(=O)c3ccccc3)C(c3ccc(OC)c(OC)c3)C2)c(O)c1 (centres undefined) | ?
Cn1c(NCc2ccc3c(c2)OCO3)nc2c1c(=O)n(Cc1ccccc1Cl)c(=O)n2C | 7.0%
COc1ccc(OCC(=O)Nc2nc(-c3ccc(Br)o3)ns2)cc1 | 13.2%
Cc1nc(/C=C/c2ccc(Cl)cc2)sc1C(=O)O | -16.0%
CC(=O)c1cccc(NC(=O)c2cc(C3CC3)nc3ccccc23)c1 | -4.6%
COCCn1c(SCC(=O)Nc2ccc(OC)c(S(N)(=O)=O)c2)nc2ccccc2c1=O | -9.8%
Cn1nnc2c(NCCc3ccccc3)ncnc21 | 4.9%
NS(=O)(=O)c1ccc(NC(=O)c2ccc(CSc3ccccc3)o2)cc1 | -9.4%
Cc1c(F)cccc1NC(=O)Nc1cccc(-c2nnc3n2CCCC3)c1 | -3.4%
CCCCNC(=O)COC(=O)c1ccccc1F | 0.4%
Cc1ccc(-c2n[nH]c(-c3ccc(C)cc3)c2C)cc1 | 21.2%
COc1ccc(NC2(c3nnnn3-c3ccc(C(C)C)cc3)CCCC2)cc1 | -23.5%
Ic1cn[nH]c1 | 18.6%
COCc1cc(CC2(NCc3ccc(C(F)(F)F)cc3)COC2)no1 | -5.9%[86.2 µM]
COc1ccc2nc3n(c2c1)[C@@H](CNS(=O)(=O)c1ccc(F)cc1)COC3 | 10.6%[86.2 µM]
C#CC[N+]1(C)C(C)CCCC1C (centres undefined) | -0.7%
CCCC(=O)Nc1ccccc1-c1cccc(NC(C)=O)c1 | 32.3%
COc1ccccc1/C=C/c1onc(C)c1S(=O)(=O)N1CCC(C(=O)N2CCC(C)CC2)CC1 | 7.4%
CCOc1ccc(NC(=O)CN2C(=O)COc3ccc(S(=O)(=O)NC4CCCC4)cc32)cc1 | -40.8%
COc1cccc(Nc2c3c(nc4nncn24)CCC3)c1 | -15.8%
O=C(c1cc2ccccc2[nH]1)N1CCC2(C1)NC(=O)N(Cc1ccc(F)cc1)C2=O (centres undefined) | 1.9%
CN(Cc1cccs1)C(=O)CC1CCCC1 | 5.3%
CC1(C)CC2(CC(c3ccc(F)cc3)c3ccc(O)cc3O2)NC(=S)N1 (centres undefined) | -8.0%
COC(=O)N1CCN(Cc2cc(=O)c3cc(F)ccc3[nH]2)CC1 | 10.9%
COc1ccccc1N=C1SCC(=O)N1Cc1ccco1 | 16.8%
Cc1cccc(CNC(=O)Cn2c(C)ccc(NS(C)(=O)=O)c2=O)c1 | -8.9%
CCS(=O)(=O)c1nc(S(=O)(=O)c2ccc(C)cc2)c(NC)s1 | -18.2%
Cc1ccc(C)c(-c2nn(CC(=O)Nc3cc(F)ccc3F)c(=O)c3c2CCCC3)c1 | -26.6%
Fc1cccc(C=Nc2cccc3c(N=Cc4cccc(F)c4)cccc23)c1 | ?
CCc1ccc(C(=O)COC(=O)c2ccc(S(=O)(=O)NCc3ccco3)cc2)cc1 | 4.7%
COc1ccccc1C(=O)N1CCC2(CC1)C(=NC1CCCCC1)NC(=O)N2c1cccnc1 | 20.0%[115 µM]
COc1ccc(CN2CCNc3cc(Nc4ccccc4)ncc3C2)cc1O | 28.2µM*
Cc1ccc(Nc2c(-c3ccc(N(C)C)cc3)nc3nc[nH]n23)cc1 | -26.6%
COc1ccc(NC(=O)CSc2nc3c(c(=O)[nH]2)CN(Cc2ccccc2)CC3)cc1Cl | -22.5%
COc1ccc(N2CCN(C(=O)CCNS(=O)(=O)c3ccc4c(c3)CCN4C(=O)C3CC3)CC2)cc1 | ?
Cc1cc(C)c(/C=C/C(=O)O)cc1C | -4.3%
O=C(CSc1nc2c(c(=O)[nH]1)CN(Cc1ccc3c(c1)OCO3)CC2)Nc1ccc(F)c(F)c1 | -30.8%
CN(Cc1ccc(F)cc1)Cc1ccc(-c2ccccc2)cc1 | 12.1%[86.2 µM]
O=C(CSc1nc(-c2ccc(Cl)cc2)[nH]c(=O)n1)Nc1cccc(Cl)c1 | 8.8%

Three structures from above, sorted by SMILES length, smallest number first.
SMILES | KDM5B inhibitor
Cc1cc(C)c(/C=C/C(=O)O)cc1C | -4.3%
COc1ccccc1C(=O)N1CCC2(CC1)C(=NC1CCCCC1)NC(=O)N2c1cccnc1 | 20.0%[115 µM]
O=C(CSc1nc2c(c(=O)[nH]1)CN(Cc1ccc3c(c1)OCO3)CC2)Nc1ccc(F)c(F)c1 | -30.8%

The listing picks up with the two entries that preceded the break.
SMILES | KDM5B inhibitor
CN(Cc1ccc(F)cc1)Cc1ccc(-c2ccccc2)cc1 | 12.1%[86.2 µM]
O=C(CSc1nc(-c2ccc(Cl)cc2)[nH]c(=O)n1)Nc1cccc(Cl)c1 | 8.8%
COc1ccc(NC(=O)C2CC(=O)N(c3ccccc3C)C2)c(OC)c1 (centres undefined) | 24.6%
Cc1cnc(CC2CCCN(S(C)(=O)=O)C2)n1C(C)C (centres undefined) | 24.7%
Cc1noc(-c2cn(C3CCCN(C(=O)c4ccc(F)cc4)C3)nn2)n1 (centres undefined) | -4.0%
COc1ccc(NC(=O)c2sc(-n3[nH]c(C)c(CCC(C)C)c3=O)nc2C)cc1 | -23.3%
C#CCn1cnc2c(cnn2-c2ccc(F)cc2)c1=O | -8.2%
CC(=O)/C(C#N)=C1\NC(=O)C(Cc2ccc(F)cc2)S1 (centres undefined) | ?
COc1ccc(-c2cc(C(=O)NCC3CCCO3)c3ccccc3n2)cc1 (centres undefined) | ?
Cc1cc(-c2cn(C)c(=O)n3cc(COc4ccccc4)nc23)ccn1 | -26.5%[86.2 µM]
Cc1ccccc1NC(=O)Cn1c(=O)n(Cc2ccco2)c(=O)c2ccc(C(=O)NC3CCCC3)cc21 | -27.5%
Cc1cccc(-c2noc([C@@H]3Cc4nc[nH]c4CN3C(=O)COCC(=O)O)n2)c1 | ?
O=C1NCCCCCN(C(=O)CCCc2ccccc2)[C@H]2CCCC[C@@H]12 | -26.4%
CCn1ccc(C(=O)N2CCN(c3cc(-c4ccc(Cl)cc4)[nH]n3)CC2)n1 | -8.1%
CC1CCN(S(=O)(=O)c2ccc3c(c2)CCN3C(=O)Nc2ccc(Br)cc2F)CC1 | -21.0%
COc1cccc(CN(C)C(=O)c2cn(Cc3ccc(Cl)cc3)nn2)c1 | -12.6%
O=C(CN1C=NS(=O)(=O)c2ccccc21)Nc1ccccc1F | -12.8%
O=C(CCN=C1NS(=O)(=O)c2ccccc21)NCCc1ccccn1 | -2.0%
Cc1ccccc1CNC(=O)c1ccc(Nc2cc(-c3ccc(F)cc3)ncn2)cc1 | ?
CS(=O)(=O)N(C1CCOCC1)C1CN(C(=O)COc2ccccc2)C1 | -17.0%
CCOCCOC1CCN(C(=O)C2(S(=O)(=O)c3ccc(Cl)cc3)CC2)CC1 | -20.8%
COC(=O)C1(NC(=O)CCNC(=O)C2CCCC2)CCC(C)CC1 (centres undefined) | 6.5%

Four of the compounds above, comma-delimited.
compound,KDM5B inhibitor
CCOCCOC1CCN(C(=O)C2(S(=O)(=O)c3ccc(Cl)cc3)CC2)CC1,-20.8%
O=C(CN1C=NS(=O)(=O)c2ccccc21)Nc1ccccc1F,-12.8%
Cc1cccc(-c2noc([C@@H]3Cc4nc[nH]c4CN3C(=O)COCC(=O)O)n2)c1,?
O=C1NCCCCCN(C(=O)CCCc2ccccc2)[C@H]2CCCC[C@@H]12,-26.4%

Remaining list, next part.
SMILES | KDM5B inhibitor
CC(C)(C)C(=O)Nc1cnc(-c2cccnc2)nc1 | -17.1%
N=c1sccn1CC(=O)Nc1ccc(S(N)(=O)=O)cc1 | -0.1%
CCCc1cc(CNC(=O)c2ccc(N3C[C@@H](C)O[C@@H](C)C3)nc2)on1 | 12.1%
CCOc1ccc2c(=O)c(-c3ccc(OC)c(OC)c3)coc2c1 | 0.1%
CCNc1ncc(CN2CCN(c3ccncc3)CC2)cn1 | ?
O=C(NC1CCCCC1)C1CN(S(=O)(=O)c2ccccc2Cl)CC12CCOCC2 (centres undefined) | 12.1%
Cc1noc(C)c1CN1C(=O)c2ccccc2C1=O | 17.5%
COc1ccccc1NC(=O)c1cc2c(N3CCSCC3)nc(C)cn2n1 | 28.2µM*
Cc1ccc(-c2nnc(C3CN(C(=O)C(C)C)CC34CCOCC4)o2)cc1 (centres undefined) | 44.0%[activator]
Cc1cc(C(=O)N2CCC3(CCCN(C4CCOCC4)C3=O)C2)no1 (centres undefined) | 29.1%
CCNC(=O)NC(=O)C(C)N(C)Cc1cccs1 (centres undefined) | 12.2%
CCNC(=O)CC1C(=O)N(c2ccc(C)cc2)C(=O)N1Cc1ccc(C)cc1 (centres undefined) | -20.5%
Cc1cccc(C(=O)NC(c2ccc3c(c2)OCCCO3)C(C)C)n1 (centres undefined) | 9.7%
CC(C)(C)c1cc(C(=O)NNC(=O)Nc2cccc(Cl)c2)n(Cc2ccccc2)n1 | -9.2%
CCOC(=O)c1c(NC(C)=O)c2c3c(sc2n1Cc1nc(-c2ccccc2C)oc1C)CCCC3 | -0.4%
COc1ccc(-c2nc(C3CC(=O)N(c4ccc(F)cc4)C3)no2)c(OC)c1 (centres undefined) | ?
OC(CNCCc1ccccc1)COc1ccc(OCC(O)CNCCc2ccccc2)cc1 (centres undefined) | -45.7%
O=C(Nc1ccc2[nH]c(=O)[nH]c2c1)c1nn(-c2ccccc2Cl)c2c1CCCC2 | 473.2%[activator]
Cc1ccc(NC(=O)Cn2c(N3CCc4ccccc4C3)nc(C)cc2=O)c(C)c1 | -7.2%
O=C1CCC(C(=O)OCc2ccc(F)cc2)=NN1 | -6.9%
CCC(Sc1nc2nccnc2c(=O)n1CCc1ccccc1)C(=O)Nc1cccc(OC)c1 (centres undefined) | 2.4%
Cc1ccc(S(=O)(=O)Cc2nc(-c3ccc(C(=O)NCc4ccccc4)cc3)oc2C)cc1 | ?
O=C1[C@H]2CN(Cc3cccc(Br)c3)C[C@H]2C(=O)N1Cc1ccc2c(c1)OCO2 | -29.3%
COc1ccc(N2CC(NC(=O)C3CCCCC3)CC2=O)cc1 (centres undefined) | -2.1%
CCCCC12CN3CC(C)(CN(C1)C3c1ccc(O)c(OC)c1)C2=O (centres undefined) | -5.4%
Cc1ccc2c(CC(=O)N3CCOc4ccc(CN5CCOCC5)cc4C3)cc(=O)oc2c1 | -31.3%
N=C(N)c1ccc(OCc2cccnc2)cc1 | ?
Cc1ccc(Cn2c(=O)n(CCCC(=O)NCc3ccccc3Cl)c(=O)c3ccccc32)cc1 | -13.2%
c1ccc(-c2nnc(CSc3nc(C4CC4)n(-c4ccccc4)n3)o2)cc1 | -15.1%
O=C(Cn1cc(SCc2ccccc2)c2ccccc21)N1CCCCCC1 | -24.9%
COc1ccc(CSc2nc3ncccc3[nH]2)cc1 | 12.5%
Cc1ccc(S(=O)(=O)N(CC(=O)NCCSc2ccc(Cl)cc2)c2cccc(Cl)c2)cc1 | -15.4%
CCc1ccc(NC(=O)c2nc3nc(C)cc(C(F)F)n3n2)cc1 | -15.6%
COc1ccccc1C(=O)NCCn1cc(SCc2ccc(C)cc2)c2ccccc21 | ?
Cc1cc(C[C@@H]2COC[C@@H]2NC(=O)c2cnn3cc(CCO)cnc23)on1 | 28.2µM*
Cc1cccc(C(=O)N2CC(=O)N(C3CCCCC3)CC(OCc3ccccc3)C2)n1 (centres undefined) | -23.6%
CCOc1ccccc1N1CC(C(=O)N2CCOCC2)CC1=O (centres undefined) | -11.1%
CNc1ncccc1C(=O)N1CCCC2(C=Cc3ccccc3O2)CC1 (centres undefined) | -2.7%
COc1ccccc1CNC(=O)c1cnc(N(C)C)nc1 | ?
O=C(NCc1nnc2c(-c3nc(C4CC4)no3)cccn12)c1c[nH]c2ccccc12 | ?
CCn1nccc1C(=O)N1CC(N(Cc2cccnc2)CC(C)C)C1 | -3.4%

From PubChem BioAssay

Some of the compounds tested; count on the stated rates, not on these rows.
